phage Ecoli inh – growth loss of phage-infected E. coli, primary screen, RecBCD inhibitor project, absorbance, with phage, HTS. inhibition, % at 11.9 µM. actives 0.26% (n = 360,000); in the data active = inhibition above about 11%
Active calls of the source: *.

The opening 5 entries, to show the layout:
SMILES	phage Ecoli inh
Cc1[nH]c2ccccc2c1CC(=O)Nc1ccc(Nc2cccnc2)c(-c2cccc(Cl)c2)c1	3.8
CC(CNC(=O)[C@@H](Cc1ccccc1)NC(=O)[C@H]1O[C@@H](n2ccc(=O)[nH]c2=O)[C@H](O)[C@@H]1O)c1ccccc1 (stereo partly specified)	1.1
COc1cccc(C(NC(C)=O)c2nc(-c3csc4ccccc34)cs2)c1 (stereo unspecified)	2.9
O=C1c2ccccc2C(c2nnnn2-c2ccc3c(c2)OCCO3)N1C1CC1 (stereo unspecified)	3.1
CCOC(=O)N[C@@H](Cc1cccnc1)C(=O)N1CCC[C@H]1C(=O)NC1CCCC1	2.6

Results, previewed entries included:
SMILES	phage Ecoli inh
Cc1[nH]c2ccccc2c1CC(=O)Nc1ccc(Nc2cccnc2)c(-c2cccc(Cl)c2)c1	3.8
CC(CNC(=O)[C@@H](Cc1ccccc1)NC(=O)[C@H]1O[C@@H](n2ccc(=O)[nH]c2=O)[C@H](O)[C@@H]1O)c1ccccc1 (stereo partly specified)	1.1
COc1cccc(C(NC(C)=O)c2nc(-c3csc4ccccc34)cs2)c1 (stereo unspecified)	2.9
O=C1c2ccccc2C(c2nnnn2-c2ccc3c(c2)OCCO3)N1C1CC1 (stereo unspecified)	3.1
CCOC(=O)N[C@@H](Cc1cccnc1)C(=O)N1CCC[C@H]1C(=O)NC1CCCC1	2.6
CN(Cc1cccc(C(F)(F)F)c1)C(=O)[C@H]1O[C@@H](n2ccc(N)nc2=O)[C@H](O)[C@@H]1O	0.6
COC(=O)Cn1cnc2c(NC(=O)c3ccccc3)ncnc21	0.3
COc1cccc(-c2cnc(C(O)c3cc(Cl)cc(Cl)c3)[nH]2)c1 (stereo unspecified)	12*
C[C@@H]1CN([C@@H](C)CO)S(=O)(=O)c2ccc(Br)cc2O[C@@H]1CN(C)S(=O)(=O)c1ccc(F)cc1	0.2
CSc1cccc(NC(=S)NN/C(=N/S(=O)(=O)c2ccccc2)N2CCCC2)c1	6.1
CCOC(=O)C1=CCN(S(=O)(=O)c2cccc(Cl)c2)C1c1ccc(Cl)cc1 (stereo unspecified)	3.5
CC(C)CNC(=O)C1(C)CCCN1C(=O)CCc1cccs1 (stereo unspecified)	-0.3
Cc1ccc(-c2cc(NC=O)c3ncc(-c4cnn(C)c4)n3c2)cc1	3.4
CC1=C(C(=O)N(C(C)C)C(C)C)CC(CC(=O)NC(c2ccccc2)c2ccccc2)C(=O)N1CCCN1CCCC1=O (stereo unspecified)	-0.5
CCOc1cc(OCC)cc(C(=O)N2CCC[C@H]2C(=O)N2CCC[C@H]2C(=O)N(C)Cc2ccccc2)c1	4.5
CC(C)C[C@H]1CN(CCCC[C@H]2CNC(=O)C(=O)N2Cc2ccccc2)C(=O)C(=O)N1Cc1ccccc1	6.2
CCCCN1CC(N(C)CCN(C)C)CS1(=O)=O (stereo unspecified)	0.7
C=CCNc1ccc2c(c1)OC[C@H](CC(C)C)NS2(=O)=O	2.0
COc1cc(Cn2c3ccc(NC(=O)CC(C)(C)C)cc3c(=O)n2C)ccc1F	0.1
COc1ccc(OC)c(CN2C(=O)c3ccccc3C2c2nnnn2C2CCCC2)c1 (stereo unspecified)	-0.8
Cc1ccc(C(=O)N2c3ccccc3N=C(c3ccccc3)C2C(=O)NC(C)C)cc1 (stereo unspecified)	0.9
COc1cc(CC(=O)Nc2c(-c3ccccc3)[nH][nH]c2=O)cc(OC)c1	3.1
CCN1C(=O)[C@@H]2[C@@H]3CN(S(=O)(=O)c4ccc(C)cc4)[C@@H](c4cccc5ccccc45)[C@@H]3C(=O)C[C@@H]2C1=O	5.3
CCc1nc2c(OCc3ccc(Cl)cc3)cccn2c1N(C)C(=O)C1CC1	2.8
Nc1cc2c(cc1Cl)-c1ccc(Cl)cc1C2	2.4
COc1cccc(C(O)c2nc(-c3ccc(C)c(C)c3)cs2)c1 (stereo unspecified)	2.9
Cc1nc2ccc(C(=O)NCCCn3ccnc3)cn2c1N(C)CC1CCCCC1	3.3
O=C(c1cc(C2CCCCN2C(=O)OCCF)on1)N1CCOCC1 (stereo unspecified)	-1.9
COc1ccccc1Cc1c(-c2ccc(C)cc2)nc2ccc(Cl)cn12	4.0
O=S1(=O)N[C@H](c2ccccc2)COc2cc(Br)ccc21	2.5
COC(=O)[C@@]1(Cc2ccc(F)cc2)[C@H]2c3cc(C(=O)N4CCCC4)n(CCN4CCNC4=O)c3C[C@H]2CN1C(=O)c1ccccc1	-0.9
CCC(c1nnnn1-c1ccc2c(c1)OCCO2)N1CCN(Cc2c(F)cccc2Cl)CC1 (stereo unspecified)	2.9
CC(C)CNC(=O)C1(C)CCCN1C(=O)c1cccnc1Oc1ccccc1 (stereo unspecified)	1.9
O=c1[nH]c(=S)[nH]c2c1[C@H](CCc1cccc(Cl)c1)O[C@H](C1CC1)C2	0.6
O=C(Nc1ccc(OCCO)cc1)c1csc([C@@H]2C[C@H](O)[C@@H](CO)O2)n1	1.4
Cn1ccc2c(N3CCCCCC3)cc3c(c21)C1CCC3O1 (stereo unspecified)	3.4
O=C(CC[C@H]1O[C@@H](n2cnc3c(NC(=O)c4ccccc4)ncnc32)[C@H](O)[C@@H]1O)NCC(F)(F)F	3.9
CC(C)n1c(=O)c2ccccc2n1S(C)(=O)=O	1.2
CC(=O)c1ccc(S(=O)(=O)N2CCN(C(=O)C(=O)c3cccc(C(F)(F)F)c3)CC2)cc1	1.9
O=C1CCCC2=C1C1(CCCC1)N=C(Nc1nc3cc(-c4ccccc4)ccc3o1)N2	1.0
CCCS(=O)(=O)NC(=O)C1(C)CCCN(C(=O)c2nc3ccccc3s2)C1 (stereo unspecified)	2.6
Cc1cccc(S(=O)(=O)NC(=O)C2(C)CCN2C(=O)Cc2ccc(C(C)(C)C)cc2)c1 (stereo unspecified)	0.8
Cc1nc(C(=O)N2CCC(C)(C(=O)NS(=O)(=O)C3CC3)C2)c(C)o1 (stereo unspecified)	3.6
Cc1ccc(S(=O)(=O)NCC2CCN(C(=O)C(=O)c3cccs3)CC2)cc1	2.2
CCOC(=O)[C@]12CCC=C1N(Cc1ccc(Cl)cc1Cl)C(=O)[C@H](CC(=O)NCCCN1CCCC1=O)C2	1.4
CC(=O)N1Cc2cc(C(=O)NCC(F)(F)F)nc(-c3cccc(-c4cccnc4)c3)c2[C@H]1CCO	2.6
COc1ccc(-c2cnc3c(NC=O)cc(-c4cccc(NS(C)(=O)=O)c4)cn23)cc1OC	0.7
COC(=O)c1ccccc1NC(=O)CCCOc1cc(=O)n(C)c2ccccc12	-2.3
Cc1cccc(NC(=O)Nc2nnc([C@H]3C[C@H](O)[C@@H](CO)O3)s2)c1	1.5
Cn1ccc2c(-c3ccc(C(F)(F)F)cc3)cc3c(c21)C1CCC3C1 (stereo unspecified)	0.7
Cc1ccnc(Nc2cccnc2)n1	2.2
COc1cccc(-c2ccc3c(c2)[C@@H]2C[C@H]4[C@@H](CN2CC3)[C@H](C)ON4C)c1	1.6
CC(=O)Nc1ccc(C(C)=NNC(=O)C2CCCC2)cc1	1.9
CC1=CC2C3C(=O)N(c4ccccc4)C(=O)C3C1C(=O)C2(O)C(C)C (stereo unspecified)	3.2
CCCCC(=O)N(C)c1c(CC)nc2c(OCC3CCCCC3)cccn12	0.6
CCCCCCCCN1C(=O)[C@H](CC(=O)NCc2cccc3ccccc23)C[C@@]2(C(=O)OC)CCCCC=C12	0.6
CC(=O)Nc1cccc(NC(=O)CSc2nnnn2C)c1	1.9
COc1cc(CNc2ncnc3c2ncn3[C@H]2CN(Cc3cccc(C(F)(F)F)c3)C[C@@H](COC(C)=O)O2)cc(OC)c1OC	-1.6
O=C(CC[C@H]1O[C@@H](n2ccc(=O)[nH]c2=O)[C@H](O)[C@@H]1O)NCCN1CCOCC1	3.1
COc1ccc(C(Cl)=C(C=O)c2ccc(OC)c(OC)c2)cc1OC	-0.5

Rewritten with bars between the fields: part of the list above
molecule | phage Ecoli inh
Cc1ccc(S(=O)(=O)NCC2CCN(C(=O)C(=O)c3cccs3)CC2)cc1 | 2.2
CCOC(=O)[C@]12CCC=C1N(Cc1ccc(Cl)cc1Cl)C(=O)[C@H](CC(=O)NCCCN1CCCC1=O)C2 | 1.4
CC(=O)N1Cc2cc(C(=O)NCC(F)(F)F)nc(-c3cccc(-c4cccnc4)c3)c2[C@H]1CCO | 2.6
COc1ccc(-c2cnc3c(NC=O)cc(-c4cccc(NS(C)(=O)=O)c4)cn23)cc1OC | 0.7
COC(=O)c1ccccc1NC(=O)CCCOc1cc(=O)n(C)c2ccccc12 | -2.3
Cc1cccc(NC(=O)Nc2nnc([C@H]3C[C@H](O)[C@@H](CO)O3)s2)c1 | 1.5

Next compounds follow:
SMILES	phage Ecoli inh
CCNC(=O)c1cc2c(c(-c3cccc(-c4cc5ccccc5o4)c3)n1)[C@H](CCO)N(C(=O)NC(C)C)C2	1.7
COC(=O)[C@H]1[C@@H](O)[C@@]2(O)c3c(OC)cc(OC)cc3O[C@@]2(c2ccc(OC)cc2)[C@@H]1c1ccc(F)cc1	0.5
CC(C)NC(=O)C1(C)CN(S(C)(=O)=O)CC(=O)N1CCc1ccccc1 (stereo unspecified)	2.9
CO[C@@H]1CN(C)C(=O)c2ccc(NC(=O)c3ccccc3F)cc2OC[C@@H](C)N(CC2CCOCC2)C[C@@H]1C	-1.5
CCNC(=S)Nc1ccc2c(c1)c(=O)n(C)n2Cc1ccc(Cl)cc1	3.4
CC(C=CC(O)=C1C(=O)CNC1=O)=C[C@@H](C)C1OC2(C)OC(C(=O)C3O[C@@]32C)C1C (stereo partly specified)	-0.7
O=C1NC[C@@H](CCCCN2C[C@H](Cc3ccc(O)cc3)N(Cc3ccccc3)C(=O)C2=O)N(CCC2CCCCC2)C1=O	3.0
COc1ccccc1Cc1c(-c2ccc(Cl)cc2)nc2ccc(C)cn12	0.1
COc1ccc(NC(=O)N(C)C[C@H]2OCCCC[C@H](C)Oc3ccc(NC(=O)Nc4cccc5ccccc45)cc3C(=O)N([C@@H](C)CO)C[C@H]2C)cc1	0.2
COc1cccc(-c2ccc3c(c2)N(Cc2ccccc2OC)C(=O)C(C)S3)c1 (stereo unspecified)	1.2
O=C(C(=O)N1CCN(c2ccncc2)CC1)c1cccc(Br)c1	2.2
COC(=O)C1=CN(c2ccc(OC)cc2OC)C(N)=C(C#N)C1c1cccc([N+](=O)[O-])c1 (stereo unspecified)	2.4
COc1cccc(CN2CCC2(C)C(=O)NCc2cccc(C(F)(F)F)c2)c1OC (stereo unspecified)	1.6
O=C(Nc1cccc(S(=O)(=O)C(F)(F)F)c1)[C@H]1C[C@H](O)[C@@H](CO)O1	2.2
COC(=O)C1(C)COP(=O)(Nc2ccc(OC)cc2)OC1 (stereo unspecified)	4.1
NC(=O)c1ncn2c(=O)n(CCCl)nnc12	3.0
CN(C)C(=O)C[C@@H]1CC[C@@H](NC(=O)C2CCC2)[C@@H](CO)O1	2.7
CC(=O)Nc1ccc(-c2ccnc3c2CC(C(=O)NC(C)C)O3)cc1 (stereo unspecified)	-1.9
O=C(NCc1ccc(Cl)nc1)c1csc([C@@H]2O[C@H](CO)[C@H](O)[C@H](O)[C@H]2O)n1	0.8
Cc1ccc([N+](=O)[O-])cc1CN1CCN(c2ncc(Cc3ccccc3)cn2)CC1	1.6
COC(=O)[C@]12CCCCC=C1N(Cc1ccco1)C(=O)[C@H](CC(=O)NCC1CCCCC1)C2	0.6
CCOC(=O)C1(C)CCN1C(=O)c1ccc(OC)c(C(F)(F)F)c1 (stereo unspecified)	0.9
CN(C)c1cccc(CNC(=O)c2ccc3nc([C@@H]4O[C@H](CO)[C@H](O)[C@H](O)[C@H]4O)[nH]c3c2)c1	1.9
O=C(NCc1cccc(C(F)(F)F)c1)c1csc([C@H]2C[C@H](O)[C@@H](CO)O2)n1	1.6
CCCCNC(=O)C(NC(=O)c1ccc2ccccc2c1)C(=O)c1ccccc1 (stereo unspecified)	2.9
CC(C)(C)S(=O)N1Cc2cc(C(=O)N3CCc4ccccc4C3)nc(-c3cccc(-c4ccncc4)c3)c2[C@H]1CCO (stereo partly specified)	3.4
CCOc1ccc(CCN2C(=S)N([C@@H](Cc3ccc(O)cc3)CN3CCC[C@@H]3CN3C(=S)NC[C@@H]3CC(C)C)C[C@@H]2CC(C)C)cc1	3.4
CC(=O)NCCNC(=O)C1(C)Cc2c(-c3cccc(NC(C)=O)c3)ccnc2O1 (stereo unspecified)	3.0
CCCCCCNc1ccc(C(=O)OCC)cc1	2.8
COC(=O)c1cn(-c2nc3ccccc3s2)nn1	1.5
CCOC(=O)C1(C)CCN1C(=O)c1ccc(C(C)(C)C)cc1 (stereo unspecified)	-1.9
COc1ccc([C@H]2CC(=O)C[C@@H](CCn3cc(C(C)C)nn3)O2)cc1	0.7
COC(=O)[C@]12CCCCC=C1N(Cc1ccco1)C(=O)[C@H](CC(=O)NCCCCc1ccccc1)C2	1.0
CCNC(=O)C1(C)CCCN1C(=O)c1ccc(-c2ccccc2)cc1 (stereo unspecified)	1.0
CC(C)CNC(=O)c1cccc2c(-c3ccc(F)c(F)c3)coc12	4.4
C#CCN(Cc1ccco1)C(=O)c1nnc2c3ccccc3n(S(=O)(=O)c3ccc(C)cc3)c2n1	3.2
Cc1ccc(OC(=O)N(C)C[C@H]2OCc3cn(nn3)CCCC(=O)N([C@@H](C)CO)C[C@@H]2C)cc1	-0.2
COc1cccc(C(=O)N2CCC[C@H]2C(=O)N2CCC[C@H]2C(=O)N(C)Cc2ccccc2)c1	0.6
CCS(=O)(=O)N1Cc2cc(C(=O)N(C)C)nc(-c3cccc(-c4ccc(F)cc4)c3)c2[C@@H]1CCO	3.9
CC(C)(C)n1nc(C2CC2)c(Br)c1NC(=O)c1ccccc1Cl	6.0
Cc1ccsc1C(=O)N1CCC1(C)C(=O)NS(=O)(=O)c1ccc(C#N)cc1 (stereo unspecified)	4.1
CC(C)C[C@@H](CN1CCC[C@H]1CN1C(=O)C(=O)NC[C@@H]1Cc1ccc(O)cc1)N1C[C@H](Cc2ccc(O)cc2)N(CCc2ccccc2)C(=O)C1=O	3.1
CCOC(=O)C1(C)CCCN(C(=O)c2cccc(OC(F)(F)F)c2)C1 (stereo unspecified)	0.9
O=C1C(=Cc2ccc(F)cc2)Cc2ccccc21	2.5
CCCS(=O)(=O)NC(=O)C1(C)CCN(C(=O)c2cc(F)ccc2C)C1 (stereo unspecified)	3.6

The list is partial. The share of hits here may be higher or lower than overall.
